# From PubChem BioAssay
# STK33 kinase inh: inhibitors of purified STK33 kinase, primary screen, biochemical, ADP-Glo luminescence, homogeneous, cell-free | 320,000 compounds, 0.073% hits | MBP phosphorylation | inhibition, % at 10 µM | AID 2661, 2010 | Serine/threonine-protein kinase 33 (Homo sapiens), Q9BYT3;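 active = inhibition at or above 25%, using the most active replicate where run in duplicate; inactive = inhibition below 25%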
# Target sequence (Q9BYT3 whole entry, looked up): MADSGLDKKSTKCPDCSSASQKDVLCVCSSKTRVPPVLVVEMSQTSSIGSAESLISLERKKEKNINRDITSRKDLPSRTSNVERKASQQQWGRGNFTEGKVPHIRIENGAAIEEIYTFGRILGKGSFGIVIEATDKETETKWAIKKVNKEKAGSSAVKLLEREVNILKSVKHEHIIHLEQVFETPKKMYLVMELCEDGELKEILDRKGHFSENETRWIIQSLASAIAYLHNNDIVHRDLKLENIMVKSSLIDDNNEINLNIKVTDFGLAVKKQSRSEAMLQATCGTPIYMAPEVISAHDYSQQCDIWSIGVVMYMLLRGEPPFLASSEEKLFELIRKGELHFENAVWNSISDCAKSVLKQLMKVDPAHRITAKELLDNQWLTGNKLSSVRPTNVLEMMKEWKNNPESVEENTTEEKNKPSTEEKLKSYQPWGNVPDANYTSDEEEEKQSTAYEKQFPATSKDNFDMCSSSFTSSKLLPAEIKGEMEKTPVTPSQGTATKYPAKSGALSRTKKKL
# OX1R antag: antagonists of human orexin 1 receptor (OX1R); AID 485270, 2010; OX1R-expressing cells, FRET antagonist read-out; Orexin/Hypocretin receptor type 1 (Homo sapiens), O43613; inhibition, % at 6.6 µM; 330,000 compounds, 1.8% hits; in the data active = inhibition mostly above about 38%, no sharp cut-off; inactive = mostly below about 40%;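 note: 0% = agonist challenge alone and 100% = reference antagonist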
# Target sequence (O43613 whole entry, looked up): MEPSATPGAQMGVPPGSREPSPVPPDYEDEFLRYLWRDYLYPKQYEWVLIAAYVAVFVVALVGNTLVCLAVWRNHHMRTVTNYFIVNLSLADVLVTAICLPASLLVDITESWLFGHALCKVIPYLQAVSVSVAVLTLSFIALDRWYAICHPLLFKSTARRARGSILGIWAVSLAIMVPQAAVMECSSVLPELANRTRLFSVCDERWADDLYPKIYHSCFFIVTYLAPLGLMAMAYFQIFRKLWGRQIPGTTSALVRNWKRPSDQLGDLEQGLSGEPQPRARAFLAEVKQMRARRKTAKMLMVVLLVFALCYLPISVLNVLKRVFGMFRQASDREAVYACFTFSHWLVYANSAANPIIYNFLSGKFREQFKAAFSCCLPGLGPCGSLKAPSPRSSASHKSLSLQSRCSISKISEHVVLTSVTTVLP
# Starred values were filed as active, the others as inactive; . = no result given.
STK33 kinase inh,OX1R antag,SMILES
-0.1,6.7,O=C(COC(=O)C1CC2CCCC(C1)C2=O)c1cccc(Br)c1 (configuration not stated)
-1.4,0.1,Clc1ccc(Nc2ncnc3c2nnn3Cc2ccccc2)cc1
-0.6,22.1,Cn1c(N)c(C(=O)COC(=O)C2CCC(C(C)(C)C)CC2)c(=O)n(C)c1=O (configuration not stated)
1.1,4.2,Cc1nn(-c2ccccc2)c(C)c1NC(=O)COC(=O)c1ccc(NC(=O)CC#N)cc1
-0.3,-8.1,CNC(=O)C1CC(=O)N(CCc2ccc(C)cc2)C1 (configuration not stated)
-3.8,3.0,CCN1CCCC(OC(=O)c2cc(-c3ccc(C)cc3)nc3ccccc23)C1 (configuration not stated)
0.9,5.8,CSc1ncccc1C(=O)Nc1nccs1
-0.2,7.4,O=C(NN1CCOCC1)c1ccco1
-2.0,19.6,O=C(CC1(c2ccc(Cl)cc2)C2CC3CC(C2)CC1C3)NCCO (configuration not stated)
0.5,9.9,COc1ccc(NC(=S)NN2C(C)CCCC2C)cc1 (configuration not stated)
-0.9,9.6,COc1ccc(-c2noc(CSc3nc4sc(C)c(C)c4c(=O)n3-c3ccccc3)n2)cc1
-0.5,7.3,O=S(=O)(Nc1ccc(-n2cnnn2)cc1)c1ccccc1F

# Continued; it opens with the three that closed the last part.
STK33 kinase inh,OX1R antag,SMILES
0.5,9.9,COc1ccc(NC(=S)NN2C(C)CCCC2C)cc1 (configuration not stated)
-0.9,9.6,COc1ccc(-c2noc(CSc3nc4sc(C)c(C)c4c(=O)n3-c3ccccc3)n2)cc1
-0.5,7.3,O=S(=O)(Nc1ccc(-n2cnnn2)cc1)c1ccccc1F
0.6,-2.7,N#Cc1c(NC(=O)/C=C/C(=O)O)sc2c1CCN(Cc1ccccc1)C2
0.2,4.9,COC(=O)Nc1cc(C(F)(F)F)ccc1N1CCN(c2ccccc2)CC1
-0.3,28.0,CC(C)(C)[C@H]1C=C(C(=O)N2CCOCC2)O[C@@H](OCCCCO)C1
-1.4,7.4,O=S(=O)(c1ccccc1F)N1CCN(c2nc3ccccc3s2)CC1
-1.3,31.9,Cc1ccc(NC(=O)/C=C/c2ccc(Cl)cc2)nc1
-1.6,8.7,O=C1CCCC2(O)C1C(c1cccc(Br)c1)NC(=O)N2Cc1ccccc1 (configuration not stated)
-0.1,10.8,CCOC(=O)C(CCC(C)=O)C(=O)c1ccccc1 (configuration not stated)
0.7,9.4,CSc1nc(Oc2ccc3ccccc3c2)c2ccccc2n1
-0.4,18.6,Cc1occc1C(=O)Nc1ccc(Br)cc1F
.,5.0,CN(C)/C=N/c1ncc(C(=O)OC(C)(C)C)s1
-2.8,1.9,COc1ccc(Oc2cnc3ccccc3n2)cc1
-1.1,13.2,Cc1cccc(N/C(=N/S(=O)(=O)c2ccccc2)c2ccccc2)n1
1.9,12.9,CC(C1CC1)N(C(=O)NC1CCS(=O)(=O)C1)c1ccccc1 (configuration not stated)
-0.6,31.8*,COc1ccccc1NC(=O)Nc1nnc(-c2ccco2)s1
0.4,14.3,Cc1cc(Cl)ccc1C(=O)C1CCCN(C(=O)c2nonc2C)C1 (configuration not stated)
-0.2,1.0,CCOC(=O)c1cc(CC)sc1NC(=O)CC1Sc2ccc(C(F)(F)F)cc2NC1=O (configuration not stated)
0.4,14.2,COc1ccc(-c2nn(-c3ccccc3F)cc2CNCCn2nc(C)cc2C)cc1
0.9,17.7,CN(C)c1ccc(C(C(=O)NCc2ccccc2)N(Cc2ccco2)C(=O)c2snc(C(N)=O)c2N)cc1 (configuration not stated)
-1.9,9.6,COC(=O)C(NC(=O)c1ccccc1)c1ccccc1 (configuration not stated)
0.0,11.4,CC1=CC2=NC(=O)CC(C)(C(=O)N(CC(=O)NC(C)(C)C)C3CCCC3)N2C=C1 (configuration not stated)
-1.9,2.5,O=C(c1cccc(C(F)(F)F)c1)c1c[nH]c(C(=O)NCCCN2CCOCC2)c1
-0.8,18.0,Cc1sc2nc(SCC(=O)c3cccs3)n(Cc3ccco3)c(=O)c2c1C
-0.7,7.5,Cc1ccccc1OCC(O)CN1CCN(c2ccccn2)CC1 (configuration not stated)
-2.0,4.3,C=CCn1c(SCC(=O)Nc2ccc(C(=O)O)cc2)nc2scc(-c3ccccc3)c2c1=O
-0.2,.,Fc1ccccc1NC(=S)NCCc1ccc(Cl)cc1
0.5,11.9,CCC(=O)Nc1cccc(NC(=S)NC(=O)c2ccc(Cl)cc2)c1
1.0,4.7,O=C(CN1C2=NCCN2c2ccccc21)c1cccs1
-0.9,23.8,Nc1c(C(=O)NCCc2ccccc2)sc2nc(N3CCOCC3)c3c(c12)CCCC3
1.3,11.4,Cc1cccc(OCC(=O)Nc2ccc(C(=O)O)cc2NC(=O)COc2cccc(C)c2)c1
-0.1,-5.4,Cc1cc2nnc(SC(C)C)n2c2ccccc12
-0.5,70.4*,O=C(/C=C/c1cccc([N+](=O)[O-])c1)Nc1cccc(NC(=O)c2cccs2)c1
0.5,5.2,O=C1CCCN1CC(O)CS(=O)(=O)Cc1ccc(Cl)cc1Cl (configuration not stated)
-0.3,-1.1,CCN(CC)CC(=O)Nc1sc2c(c1C(=O)c1ccccc1OC)CCC2
-2.8,12.8,O=C(Nc1nccs1)C1CCN(S(=O)(=O)c2ccc3c(c2)OCCCO3)CC1
0.2,1.7,Cc1ccc(S(=O)(=O)NC(=O)C2CCCCC2)cc1
1.7,14.0,Cc1ccc2nc(-c3ccc(NC(=O)CSc4ccccc4)cc3)[nH]c2c1
-3.4,21.3,Cc1ccccc1NC(=O)CSc1nc2scc(C)c2c(=O)[nH]1
-1.0,7.0,CC(=O)Nc1ccc(S(=O)(=O)Nc2ccc(C(=O)NCC(=O)O)cc2)cc1
-0.8,3.6,CCN(CC(=O)Nc1c(F)cccc1F)C(=O)Cn1c(=O)cnc2ccccc21
-1.6,5.2,O=C(NCCc1ccccc1)c1ccco1
-0.9,9.5,COc1ccc(S(=O)(=O)NC2(C(F)(F)F)N=C3SCCN3C2=O)cc1 (configuration not stated)
3.0,8.1,COc1ccc(OC)c(NC(=O)COC(=O)COc2ccc(Nc3ccccc3)cc2)c1
0.3,12.8,CCOC(=O)C1CCCN(C(c2ccccn2)c2c(C)[nH]c3ccccc23)C1 (configuration not stated)
-1.2,12.8,O=C(COC(=O)c1cc(S(=O)(=O)NCc2ccccc2)ccc1O)c1cc2ccccc2o1
-1.0,-4.7,CC(NC(=O)Cc1ccc(Br)cc1)c1ccccc1 (configuration not stated)
-1.4,-2.2,CCCN1C(=O)C2(C(C(=O)c3ccc(C)o3)=C(O)C(=O)N2CCCN2CCOCC2)c2ccccc21 (configuration not stated)
-1.2,22.3,CCOC(=O)N1CCN(S(=O)(=O)c2cc(Cl)ccc2Cl)CC1
-2.1,12.3,CC(C)c1ccccc1NC(=S)NC(=O)C1CCCCC1
-0.5,26.8,Cc1cc(C(=O)NC(=S)Nc2cccc(C(=O)O)c2C)ccc1[N+](=O)[O-]
-1.7,-7.3,Cc1cccc(CNC(=O)C2CCC(=O)N(C3CC3)C2)c1 (configuration not stated)
-1.1,28.9,COc1ccccc1CNC(=O)c1cc(-c2ccccc2)n(Cc2cc(C)no2)n1
1.8,33.8,Cc1ccc(C(=O)N/N=C\c2ccc(-c3ccc([N+](=O)[O-])cc3)o2)cn1
-5.9,19.8,Cc1ccc(Cl)cc1Nc1nc(-c2cccnc2)cs1
-0.2,15.1,O=C(CCN1CCCC1=O)NC1CCCc2c1cnn2-c1ccc(F)cc1F (configuration not stated)
-0.1,24.0,CCN(CC)S(=O)(=O)c1ccc(N2CCOCC2)c(NC(=O)c2ccc(OC)c([N+](=O)[O-])c2)c1
-0.9,.,C=CCn1c(=O)c(C(=O)NCc2ccc(Cl)cc2)c(O)c2ccccc21
-0.3,6.3,CCNC(=O)CN(c1ccc(F)cc1)S(=O)(=O)c1ccc2c(c1)OCCO2
-1.2,14.6,C=CCOc1ccc(/C=C/C(=O)OCC(=O)NCC2CCCCC2)cc1
-0.5,11.6,Cc1ccc(Cn2c(C3CCCN3c3nc(-c4ccc(F)cc4)cs3)nc3cc(C(=O)NCCCO)ccc32)cc1 (configuration not stated)
0.1,25.2,N#CNC(=Nc1ccccc1F)SCc1ccc(C(=O)O)cc1

# The listing continues.
STK33 kinase inh,OX1R antag,SMILES
-1.0,25.9,CNC(=S)N1CCN(c2ccc([N+](=O)[O-])cc2)CC1
-1.8,-3.7,Cc1cccc(N(C(=O)Cn2nnc3ccccc32)C(C(=O)NC(C)(C)C)c2ccsc2)c1C (configuration not stated)
0.2,17.2,COc1ccc(C(CC(=O)Nc2ccc(Cl)cc2F)NC(=O)C(F)(F)F)cc1 (configuration not stated)
-0.8,15.8,CCOC(=O)c1nnc(-c2ccc(C)cc2)nc1N1CCSCC1
-0.7,7.2,Cc1ccc(C(=O)N/C(=C\c2sccc2C)C(=O)NCCCN2CCOCC2)cc1
-0.7,1.8,CC(CCn1cccn1)NC(=O)CCc1nnc(C2CCCCC2)o1 (configuration not stated)
-0.4,9.8,CCOC(=O)C1=C(COC(=O)Cc2ccc(Cl)cc2)NC(=O)NC1C (configuration not stated)
1.5,12.8,CCOC(=O)c1cnc(SCC(=O)NCc2ccco2)nc1N
0.0,2.3,O=C1COc2ccc(S(=O)(=O)NCCc3ccc(Cl)cc3)cc2N1
-0.5,7.1,CCOc1ccc(Br)cc1CSC(=N)N
-0.5,6.1,COc1ccc(/C=N\N2CCN(Cc3ccccc3Cl)CC2)cc1
-1.0,-2.5,CCCCCC1CCC(C(=O)N2CCOCC2)CC1 (configuration not stated)
0.1,15.2,O=C1c2ccccc2NC(c2cn[nH]c2-c2ccc(Cl)cc2)N1O (configuration not stated)
-1.0,1.8,O=C(Cn1cnc2c(nnn2Cc2ccc(F)cc2)c1=O)NCc1ccco1
0.5,0.9,CCOC(=O)CN(c1cccc(C(C)=O)c1)S(C)(=O)=O
-1.2,4.2,NS(=O)(=O)c1ccc(CNC(=O)NC23CC4CC(CC(C4)C2)C3)cc1
-0.3,15.0,O=C1CC(N2CCN(c3ccccc3)CC2)C(=O)N1c1ccc2c(c1)OCO2 (configuration not stated)
-2.8,11.5,O=C(Cn1c(CN2CCCCC2)nc2ccccc2c1=O)Nc1ccccc1
2.1,5.7,COc1ccc(NC(=O)CN2C(=O)C(C)Oc3ccc(C)cc32)cc1 (configuration not stated)
-1.6,17.0,C#CCNC(=O)C1=C[C@@H](C2CC2)C[C@@H](OCCCCO)O1
-0.9,21.1,O=C(NCc1cccs1)C1CCCN1C(=O)Nc1ccc(Cl)cc1 (configuration not stated)
0.0,23.0,CC1CCN(S(=O)(=O)c2ccc(C(=O)Nc3nnc(-c4ccncc4)o3)cc2)CC1
-0.5,17.4,COc1ccc(OC)c(NC(=O)COC(=O)CNC(=O)c2ccc(OC)c(OC)c2)c1
-0.4,8.0,CN(C)c1ccnc(SCc2ccccc2Cl)c1C#N

# Record cards, as listed above.
# Record of `O=C1CC(N2CCN(c3ccccc3)CC2)C(=O)N1c1ccc2c(c1)OCO2` (configuration not stated) = STK33 kinase inh = -0.3; OX1R antag = 15.0
# Record of `O=C1c2ccccc2NC(c2cn[nH]c2-c2ccc(Cl)cc2)N1O` (configuration not stated) = STK33 kinase inh = 0.1; OX1R antag = 15.2

# Following part
STK33 kinase inh,OX1R antag,SMILES
-0.1,66.0*,Cc1[nH]c2ccccc2c1SCCNC(=O)c1ccc(Br)o1
0.7,5.6,COc1ccc(C2C3=C(CC(C)(C)CC3=O)Oc3ncn(Cc4ccccc4)c(=N)c32)cc1 (configuration not stated)
2.9,19.5,CCOc1ccc2[nH]c(=O)c(CN(Cc3ccccc3OC)C(=O)c3ccccc3)cc2c1
-1.0,13.2,CN1CCCN(c2ncnc3scc(-c4ccc(F)cc4)c23)CC1
0.9,2.3,Cc1onc2c(=O)n(-c3ccccc3)nc(-c3ccccc3)c12
1.5,10.2,CC(=O)[C@@H]1[C@@H](C(=O)c2ccc(F)cc2)[C@]2(C(=O)Nc3ccccc32)[C@H]2C=Cc3cc(F)ccc3N12
-0.9,8.0,O=C(CNc1cc([N+](=O)[O-])ccc1NCCO)Nc1cccc(S(=O)(=O)N2CCCCC2)c1
0.7,26.5,CCOc1ccc(-n2c(=O)c3sccc3n(CC(=O)NCC3CCCO3)c2=O)cc1 (configuration not stated)
-0.1,22.8,COc1ccc(CN(C(=O)CSc2nnc(-c3ccc(F)cc3)o2)c2ccc(F)cc2)cc1
-0.7,3.7,CCc1ccccc1NC(=S)N(CCN1CCCCCC1)Cc1ccco1
-0.2,27.5,Cc1cc(OCc2cc(C(=O)N(C)C3CCOCC3)no2)cc(C)c1Cl
0.0,4.8,COc1ccc(-c2csc(NC(=O)CCNC(=O)c3ccco3)n2)cc1OC

# 4 of the compounds above, with values under each structure.
# Under each structure: STK33 kinase inh, OX1R antag
Cc1cc(OCc2cc(C(=O)N(C)C3CCOCC3)no2)cc(C)c1Cl
    -0.2, 27.5
CN1CCCN(c2ncnc3scc(-c4ccc(F)cc4)c23)CC1
    -1.0, 13.2
CCc1ccccc1NC(=S)N(CCN1CCCCCC1)Cc1ccco1
    -0.7, 3.7
COc1ccc(CN(C(=O)CSc2nnc(-c3ccc(F)cc3)o2)c2ccc(F)cc2)cc1
    -0.1, 22.8

# (further entries)
STK33 kinase inh,OX1R antag,SMILES
-0.1,28.8,CCOC(=O)N1CCN(C(=O)c2ccccc2NS(=O)(=O)c2ccc(C)cc2)CC1
0.5,11.4,C/C=C/c1ccc(OCCCCn2cncn2)c(OC)c1
-0.4,24.0,CC(C)C(NC(=S)Nc1ccccc1)C(=O)O (configuration not stated)
-0.2,50.9,Cc1c(C(=O)NCCN2C(=O)S/C(=C\c3cccnc3)C2=O)cccc1[N+](=O)[O-]
0.9,6.5,CCOc1ccc(C(=O)CC(C(=O)O)N2CCCCC2)cc1 (configuration not stated)
-0.8,4.1,CCOc1ccc(S(=O)(=O)NCCOC)cc1C
-0.8,1.6,O=C(O)CCC(=O)N1CCc2cc(S(=O)(=O)N3CC=C(c4ccccc4)CC3)ccc21
-0.6,20.9,NS(=O)(=O)c1ccc(CCNC(=O)C2Cc3ccccc3CN2C(=O)c2ccco2)cc1 (configuration not stated)

# Hits appear at their usual frequency, and some 1.8% of all compounds hit somewhere here.
